Mtb BioA inh: BioA (M. tuberculosis) enzyme inhibition. purified M. tuberculosis BioA enzyme, plate reader. hit rate 0.096% among 360,000. inhibition, % at 9.99 µM; in the data active means inhibition above about 40%
Active calls of the source: *. These rows are one share of the data, so the mix of outcomes need not match the whole.

cpd	SMILES	Mtb BioA inh
1	O=C(C[C@@H]1CC[C@@H](NC(=O)c2cccnc2)[C@@H](CO)O1)NCCN1CCCCC1	0.6
2	C[C@@H]1CN([C@@H](C)CO)C(=O)c2cc(C#CC3(O)CCCC3)cnc2O[C@@H]1CN(C)S(=O)(=O)c1ccccc1	-0.4
3	O=C(Nc1ccc2c(c1)[C@@H]1C[C@@H](CC(=O)N3CCCCC3)O[C@@H](CO)[C@@H]1O2)c1cccnc1	22
4	C[C@H]1CN([C@@H](C)CO)C(=O)c2cc(-c3cccc(F)c3)cnc2O[C@@H]1CN(C)C(=O)C1CCOCC1	-1.8
5	Cc1noc(C)c1S(=O)(=O)Nc1ccc2c(c1)C(=O)N([C@@H](C)CO)C[C@@H](C)[C@@H](CN(C)Cc1ccc3c(c1)OCO3)O2	2.2
6	O=C(C[C@H]1C[C@H]2c3cc(NC(=O)NC4CCCC4)ccc3O[C@H]2[C@H](CO)O1)NCc1cc(F)ccc1F	0.1
7	O=C(C[C@H]1C[C@H]2c3cc(NC(=O)C4CCC4)ccc3O[C@H]2[C@@H](CO)O1)NCc1cc(F)ccc1F	-1.7
8	CC=Cc1ccc2n(c1=O)C[C@@H]1[C@@H](CO)[C@H](C(=O)NCC3CC3)N(Cc3ccccn3)[C@H]21 (mixture of isomers)	-1.8
9	C[C@@H]1CN([C@H](C)CO)C(=O)c2cc(NC(=O)Cn3cnnn3)ccc2O[C@H]1CN(C)Cc1ccc(C(F)(F)F)cc1	9.2
10	C[C@H](CO)N1C[C@H](C)[C@H](CN(C)Cc2ccc(Cl)c(Cl)c2)Oc2c(NC(=O)C3CCOCC3)cccc2C1=O	-0.1
11	C[C@H]1CN([C@@H](C)CO)C(=O)c2cc(-c3ccncc3)cnc2O[C@H]1CN(C)C(=O)c1cccc(F)c1	1.2
12	C[C@@H]1CN([C@H](C)CO)C(=O)c2cccc(NS(=O)(=O)c3cn(C)cn3)c2O[C@H]1CN(C)C(=O)Nc1ccc(F)cc1	-0.4
13	C[C@@H]1CN([C@@H](C)CO)C(=O)c2cc(NC(=O)NC3CCCCC3)ccc2O[C@@H](C)CCCCO[C@H]1CN(C)Cc1ccc(Cl)c(Cl)c1	-1.9
14	C[C@H](CO)N1C[C@H](C)[C@@H](CN(C)Cc2ccc(Oc3ccccc3)cc2)Oc2ccc(NC(=O)Nc3ccc(C(F)(F)F)cc3)cc2C1=O	-2.5
15	CO[C@H]1CN(C)C(=O)c2cc(NC(=O)Nc3ccccc3)ccc2OC[C@@H](C)N(C(C)=O)C[C@@H]1C	0.6
16	CC(C)CN(C[C@@H]1N[C@@H](CO)[C@H]1c1ccccc1)C(=O)CN(C)C	-5.2
17	O=C(O)C[C@H]1C[C@H]2c3cc(NC(=O)c4ccc5c(c4)OCO5)ccc3O[C@H]2[C@H](CO)O1	0.4
18	C[C@@H]1CN([C@@H](C)CO)C(=O)Cc2cc(NC(=O)Cc3cn(C)c4ccccc34)ccc2O[C@@H]1CN(C)Cc1ccncc1	8.0
19	CNC[C@H]1Oc2cc(-c3ccccc3F)ccc2S(=O)(=O)N([C@@H](C)CO)C[C@@H]1C	1.8
20	C[C@H](CO)N1C[C@H](C)[C@H](CN(C)S(=O)(=O)c2ccc(F)cc2)OCCCC[C@H](C)Oc2ccc(NC(=O)CCC(F)(F)F)cc2C1=O	0.4
21	COc1ccc(S(=O)(=O)N(C)C[C@@H]2OCCCC[C@@H](C)Oc3ccc(NC(=O)Cc4ccccc4)cc3C(=O)N([C@@H](C)CO)C[C@@H]2C)cc1	-6.2
22	CCC(=O)Nc1ccc2c(c1)OC[C@H](C)N(C(=O)C1CCC1)C[C@H](C)[C@H](OC)CN(C)C2=O	0.2
23	C[C@H]1CN([C@@H](C)CO)C(=O)c2cc(C#CCc3ccccc3)cnc2O[C@@H]1CN(C)CC1CCOCC1	3.1
24	C[C@@H]1CN([C@H](C)CO)C(=O)Cc2cc(NC(=O)Nc3ccc(F)cc3)ccc2O[C@H]1CN(C)C(=O)Nc1ccc2c(c1)OCO2	-0.3
25	CCC(=O)N(C)C[C@@H]1Oc2cc(Br)ccc2S(=O)(=O)N([C@H](C)CO)C[C@@H]1C	8.8
26	CCNC(=O)C[C@H]1CC[C@H]2[C@H](COc3ccc(NC(=O)Nc4ccc(F)cc4)cc3C(=O)N2C)O1	0.1
27	COCC#Cc1ccc([C@@H]2[C@@H](CO)N3CCCCN(Cc4ccncc4)C[C@H]23)cc1	4.1
28	C[C@@H]1CN([C@@H](C)CO)C(=O)c2cc(NC(=O)Nc3ccc(F)cc3)ccc2O[C@@H]1CN(C)S(=O)(=O)c1cn(C)cn1	7.4
29	COc1ccc(NC(=O)Nc2ccc3c(c2)C(=O)N([C@@H](C)CO)C[C@@H](C)[C@@H](CN(C)Cc2ccccc2)OCCCC[C@H](C)O3)cc1	-0.5
30	C[C@H]1CN([C@@H](C)CO)C(=O)c2cccc(NC(=O)Nc3ccc(F)cc3)c2O[C@H]1CN(C)S(=O)(=O)c1ccc(Cl)cc1	-3.4
31	COc1ccccc1CN(C)C[C@@H]1OCc2cn(nn2)CCCC(=O)N([C@H](C)CO)C[C@@H]1C	-0.9
32	C[C@H](CO)N1C[C@H](C)[C@H](CN(C)Cc2ccc(C(=O)O)cc2)OCCCC[C@H](C)Oc2ccc(NS(=O)(=O)c3cn(C)cn3)cc2C1=O	-3.1
33	C[C@H](CO)N1C[C@H](C)[C@H](CN(C)C(=O)C2CCC2)Oc2ncc(-c3ccc(F)cc3)cc2C1=O	6.7
34	Cc1noc(C)c1NC(=O)N[C@H]1CC[C@H](CC(=O)NCCCN(C)C)O[C@@H]1CO	-1.1
35	CCc1cnc(N2[C@H](C#N)[C@H](c3ccc(-c4cccc(F)c4)cc3)[C@@H]2CO)s1	0.5
36	CCCC#Cc1cnc2c(c1)C(=O)N([C@@H](C)CO)C[C@H](C)[C@@H](CN(C)Cc1cccnc1)O2	3.2
37	C[C@H](CO)N1C[C@H](C)[C@@H](CN(C)C(=O)Nc2cccc3ccccc23)Oc2c(NC(=O)C3CC3)cccc2C1=O	-3.0
38	CCCN1[C@H](C(=O)N[C@H](C)c2ccccc2)[C@@H](CO)[C@@H]2Cn3c(ccc(-c4ccccc4)c3=O)[C@@H]21	5.2
39	C[C@@H]1CN([C@@H](C)CO)C(=O)Cc2cc(NC(=O)Nc3ccc4c(c3)OCO4)ccc2O[C@H]1CN(C)Cc1ccncc1	1.1
40	Cc1ccc(OC(=O)N(C)C[C@H]2OCc3ccccc3-c3ccccc3C(=O)N([C@H](C)CO)C[C@@H]2C)cc1	2.5

(41) COc1ccc(S(=O)(=O)N[C@H]2C=C[C@H](CC(=O)NCCc3ccncc3)O[C@H]2CO)cc1
  Mtb BioA inh: -5.2

(42) C[C@@H]1CN([C@@H](C)CO)C(=O)c2cc(N(C)C)ccc2O[C@@H]1CN(C)Cc1ccc2c(c1)OCO2
  Mtb BioA inh: -0.4

(43) O=C(O)C[C@H]1C[C@H]2c3cc(NC(=O)Nc4ccc(C(F)(F)F)cc4)ccc3O[C@H]2[C@@H](CO)O1
  Mtb BioA inh: 0.3

(44) C[C@@H]1CCCCO[C@@H](CN(C)Cc2ccc(C(=O)O)cc2)[C@@H](C)CN([C@H](C)CO)C(=O)c2cc(NC(=O)Cc3ccccc3)ccc2O1
  Mtb BioA inh: -3.1

(45) C[C@@H]1CN([C@@H](C)CO)C(=O)c2cc(NC(=O)c3ccccc3)ccc2O[C@@H](C)CCCCO[C@H]1CN(C)Cc1ccccc1
  Mtb BioA inh: 0.1

(46) C[C@H](CO)N1C[C@H](C)[C@@H](CN(C)C(=O)c2ccc3c(c2)OCO3)Oc2cc(-c3ccncc3)ccc2S1(=O)=O
  Mtb BioA inh: 4.3

(47) CCCN(C)C[C@H]1Oc2cc(C#Cc3cccc(OC)c3)ccc2S(=O)(=O)N([C@@H](C)CO)C[C@H]1C
  Mtb BioA inh: -4.3

(48) CC(C)C#Cc1ccc2c(c1)O[C@H](CN(C)Cc1cncnc1)[C@@H](C)CN([C@H](C)CO)S2(=O)=O
  Mtb BioA inh: 1.7

(49) C[C@@H]1CN([C@@H](C)CO)C(=O)c2cc(C#CCC3CCCC3)cnc2O[C@@H]1CN(C)C(=O)CN(C)C
  Mtb BioA inh: 1.9

(50) COc1ccc(CN(C)C[C@@H]2Oc3c(NC(=O)Nc4ccc(F)cc4)cccc3C(=O)N([C@H](C)CO)C[C@H]2C)cc1
  Mtb BioA inh: 0.7

(51) C[C@H](CO)N1C[C@H](C)[C@@H](CN(C)C(=O)Nc2cccc3ccccc23)Oc2c(NS(=O)(=O)c3ccc(Cl)cc3)cccc2C1=O
  Mtb BioA inh: 5.1

(52) Cc1ccc(S(=O)(=O)Nc2ccc3c(c2)CC(=O)N([C@@H](C)CO)C[C@H](C)[C@H](CN(C)C(=O)Nc2ccccc2)O3)cc1
  Mtb BioA inh: 0.0

(53) COCC(=O)Nc1ccc2c(c1)C(=O)N(C)[C@H]1CC[C@@H](CC(=O)NCc3ccccc3Cl)O[C@@H]1CO2
  Mtb BioA inh: 0.0

(54) C[C@@H]1CN([C@@H](C)CO)C(=O)Cc2cc(NC(=O)Cc3ccccc3)ccc2O[C@@H]1CN(C)S(=O)(=O)c1cccs1
  Mtb BioA inh: -2.5

(55) COCC(=O)Nc1ccc2c(c1)C(=O)N(C)C[C@@H](OC)[C@@H](C)CN(C(C)=O)[C@H](C)CO2
  Mtb BioA inh: 1.0

(56) CC(C)CC#Cc1cnc2c(c1)C(=O)N([C@@H](C)CO)C[C@@H](C)[C@@H](CN(C)C(=O)Cc1cccnc1)O2
  Mtb BioA inh: 9.2

(57) COc1ccc(S(=O)(=O)Nc2ccc3c(c2)CC(=O)N([C@H](C)CO)C[C@H](C)[C@@H](CN(C)Cc2ccc4c(c2)OCO4)O3)cc1
  Mtb BioA inh: 3.0

(58) CN1C(=O)c2cc(NC(=O)c3cccc(C(F)(F)F)c3)ccc2OC[C@H]2O[C@H](CC(=O)O)CC[C@@H]21
  Mtb BioA inh: 0.2

(59) C/C=C/c1ccc([C@H]2[C@H](CO)N[C@H]2CN(C)S(=O)(=O)c2ccccc2)cc1
  Mtb BioA inh: -2.8

(60) O=C(C[C@@H]1C[C@H]2c3cc(NC(=O)c4ccc5c(c4)OCO5)ccc3O[C@H]2[C@H](CO)O1)NCC(F)(F)F
  Mtb BioA inh: 3.5

(61) COc1ccc(S(=O)(=O)N(C)C[C@H]2Oc3c(NC(=O)NC4CCCCC4)cccc3C(=O)N([C@@H](C)CO)C[C@H]2C)cc1
  Mtb BioA inh: 0.6

(62) COc1ccc(S(=O)(=O)Nc2ccc3c(c2)CC(=O)N([C@H](C)CO)C[C@H](C)[C@H](CN(C)C(=O)Nc2cccc4ccccc24)O3)cc1
  Mtb BioA inh: -0.4

(63) Cc1ccc(S(=O)(=O)Nc2ccc3c(c2)C(=O)N([C@@H](C)CO)C[C@@H](C)[C@@H](CN(C)Cc2ccccc2)O3)cc1
  Mtb BioA inh: 1.7

(64) CO[C@H](CN(C)Cc1cc(F)ccc1F)[C@H](C)CN(C(=O)Nc1ccc(F)cc1)[C@@H](C)CO
  Mtb BioA inh: 1.2

(65) COc1ccc(CNC(=O)C[C@H]2C[C@@H]3c4cc(NC(=O)CC5CC5)ccc4O[C@@H]3[C@@H](CO)O2)cc1
  Mtb BioA inh: -0.5

(66) COc1ccccc1CN1[C@H](C(=O)NCCc2ccncc2)[C@@H](CO)[C@@H]2Cn3c(cccc3=O)[C@@H]21
  Mtb BioA inh: 0.9

(67) C[C@@H]1CN([C@H](C)CO)C(=O)c2cc(C#Cc3ccc(F)cc3)cnc2O[C@@H]1CN(C)C(=O)Nc1ccc(F)cc1
  Mtb BioA inh: -12

(68) COc1ccc(NC(=O)Nc2ccc3c(c2)[C@H]2C[C@H](CC(=O)NC4CCCC4)O[C@@H](CO)[C@H]2O3)cc1
  Mtb BioA inh: -1.2

(69) O=C(C[C@@H]1C[C@H]2c3cc(NC(=O)Nc4ccc(F)cc4)ccc3O[C@H]2[C@H](CO)O1)NC1CCCCC1
  Mtb BioA inh: 0.8

(70) COc1ccc(NC(=O)Nc2ccc3c(c2)C(=O)N([C@@H](C)CO)C[C@H](C)[C@@H](CN(C)Cc2ccc4c(c2)OCO4)O3)cc1
  Mtb BioA inh: 0.4

(71) C[C@H](CO)N1C[C@H](C)[C@@H](CN(C)C(=O)Nc2cccc3ccccc23)Oc2ccc(NC(=O)Cc3cn(C)c4ccccc34)cc2CC1=O
  Mtb BioA inh: 4.2

(72) Cc1noc(C)c1S(=O)(=O)Nc1ccc2c(c1)CC(=O)N([C@H](C)CO)C[C@@H](C)[C@@H](CN(C)C(=O)Nc1cccc3ccccc13)O2
  Mtb BioA inh: 0.4

(73) C[C@@H]1CN([C@H](C)CO)C(=O)Cc2cc(NC(=O)Nc3ccc(F)cc3)ccc2O[C@@H]1CN(C)C
  Mtb BioA inh: -1.4

(74) CC(C)CC#Cc1ccc([C@@H]2[C@@H](CO)N3CCCCN(C(=O)Cc4ccccn4)C[C@H]23)cc1
  Mtb BioA inh: 0.6

(75) C[C@@H]1CN([C@@H](C)CO)C(=O)c2cc(NS(=O)(=O)c3ccc(Cl)cc3)ccc2O[C@H]1CN(C)C(=O)Nc1ccc(F)cc1
  Mtb BioA inh: 0.1

(76) C[C@H]1CN([C@@H](C)CO)C(=O)c2cc(-c3ccc(C#N)cc3)cnc2O[C@H]1CN(C)C(=O)Nc1ccccc1
  Mtb BioA inh: 0.8

(77) C[C@@H]1CN([C@@H](C)CO)S(=O)(=O)c2ccc(C#C[C@@H](C)O)cc2O[C@H]1CN(C)C(=O)c1ccccc1
  Mtb BioA inh: 0.7

(78) C[C@@H]1CN([C@@H](C)CO)C(=O)c2cc(NC(=O)c3ccncc3)ccc2O[C@@H](C)CCCCO[C@@H]1CN(C)S(=O)(=O)c1cn(C)cn1
  Mtb BioA inh: 1.8

High-throughput results as filed in PubChem BioAssay.
